# Source: PubChem BioAssay (National Center for Advancing Translational Sciences (NCATS))
# TrxR1 substrate: is turned over as a substrate by rat TrxR1; actives 0.01% (n = 390,000); O89049; Potency, µM (top dose mostly 114 µM), for the others: at the top dose activity change, negative = substrate turnover; purified TrxR1 substrate turnover, NADPH consumption readout; also: potency is read from the fitted curve at half-maximal effect; % is scaled to controls: 0 for no effect and ±100 for the full control effect; nearly all actives have a fitted effect of over 50% in size
#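 Rat TrxR1, dispensed at 90 nM, was prereduced with 400 uM NADPH (final) for 5 min at ~22 deg C, then incubated with compound 15 min before 400 uM selenite. A first-read NADPH fluorescence drop versus no-compound background flagged substrates.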
# USP1-UAF1 inh: blocks the human USP1/UAF1 deubiquitinase complex; actives 0.23% (n = 390,000); O94782; Potency, µM (highest dose often 57.1 µM), without a hit: top-dose activity change, negative = inhibition, most hits filed as inhibitors; recombinant USP1/UAF1, Ub-Rhodamine cleavage fluorescence; AID 743255; also: potency is read from the fitted curve at half-maximal effect; % is scaled to controls: 0 for no effect and ±100 for the full control effect; nearly all actives have a fitted effect of over 60% in size; inactives centre near -12
#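 1 nM enzyme complex + cpd, 15 min RT; start with Ub-Rho 150nM final; kinetic fluorescence ex 480/em 540, 6 reads q60 s. Buffer 50mM HEPES pH 7.8, 0.5mM EDTA, 0.1 mg/ml BSA, 1mM TCEP, 0.01% Tween-20.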
# TRHR enhancer: allosterically enhances the human TRH receptor; enhancement, % at 2 µM; P34981; TRHR cells, fluo-8 calcium fluorescence, EC20 TRH enhancement; actives 0.66% (n = 360,000); in the data active = enhancement above about 30%; also: 0% is about no effect
#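 Enhancer read-out: after compound pinning and an initial kinetic agonist-mode read, an EC20 of TRH (10 nM final) was injected and fluo-8 calcium signal (Ex 480/Em 530) followed at 1 s/cycle for 100 cycles in TRHR-expressing cells.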
# TRHR agonist: activates the human TRH receptor. P34981. TRHR cells, calcium flux fluo-8, FDSS agonist mode. activation, % at 2 µM. actives 0.18% (n = 360,000). AID 493084; in the data active = activation above about 30%; also: 0% is about no effect
#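 Steps: seed TRHR cells overnight; add fluo-8 no-wash Ca dye, RT 30 min–1.5 h; record 10 s baseline; pin-transfer compounds; monitor fluorescence 1 cycle/s for the agonist window. Calcium increases flag candidate agonists.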
# D2 antagonist: antagonizes the human D2 dopamine receptor; inhibition, % at 10 µM; actives 2% (n = 340,000); P14416; HEK293 TREx D2 cells, calcium flux, dopamine EC80; in the data active = inhibition above about 30%; also: 0% is about no effect
# Target sequence (P14416 whole entry, looked up): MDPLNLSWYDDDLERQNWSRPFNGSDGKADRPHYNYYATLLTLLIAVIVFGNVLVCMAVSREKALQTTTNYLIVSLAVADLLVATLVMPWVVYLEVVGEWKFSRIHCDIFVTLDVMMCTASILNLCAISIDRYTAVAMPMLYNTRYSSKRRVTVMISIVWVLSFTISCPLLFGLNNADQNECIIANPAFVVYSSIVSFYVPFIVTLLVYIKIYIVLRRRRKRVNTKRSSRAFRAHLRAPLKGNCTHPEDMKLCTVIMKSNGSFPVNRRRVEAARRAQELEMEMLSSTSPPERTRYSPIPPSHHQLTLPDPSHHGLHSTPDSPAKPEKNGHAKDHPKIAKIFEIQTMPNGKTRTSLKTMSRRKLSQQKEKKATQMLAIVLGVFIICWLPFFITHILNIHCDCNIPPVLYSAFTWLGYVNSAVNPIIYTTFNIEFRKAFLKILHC
#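 Calcium flux kinetic readout in an inducible HEK293 TREx D2 line plated overnight at 30 C. After 180 s compound exposure, an EC80 dopamine challenge follows with another 180 s kinetic read to detect antagonism.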
# PI4K2A block: inhibitors of human PI4K2A | Q9BTU6 | purified PI4K2A, ADP-Glo luminescence, 1 h; active compounds read low | activity change, negative = inhibition, % at 76.9 µM | actives 0.13% (n = 420,000) | AID 1346378; in the data active = activity change below about -50%; inconclusive = mostly about -30% to -49%;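 also: -100% = wells without enzyme as full effect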
# Target sequence (Q9BTU6 whole entry, looked up): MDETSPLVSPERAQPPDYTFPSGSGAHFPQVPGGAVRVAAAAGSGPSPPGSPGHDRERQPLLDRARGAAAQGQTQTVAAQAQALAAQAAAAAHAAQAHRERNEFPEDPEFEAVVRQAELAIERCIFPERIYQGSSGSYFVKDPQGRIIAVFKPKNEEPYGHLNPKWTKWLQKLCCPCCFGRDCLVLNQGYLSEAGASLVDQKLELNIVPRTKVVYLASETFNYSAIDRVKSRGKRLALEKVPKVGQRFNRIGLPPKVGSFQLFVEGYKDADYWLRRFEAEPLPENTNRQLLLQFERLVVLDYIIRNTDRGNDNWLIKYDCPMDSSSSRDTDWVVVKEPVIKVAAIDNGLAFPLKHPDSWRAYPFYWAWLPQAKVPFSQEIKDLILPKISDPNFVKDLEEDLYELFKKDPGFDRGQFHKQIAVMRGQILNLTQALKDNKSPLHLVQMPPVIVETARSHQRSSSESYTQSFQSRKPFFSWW
#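 Compounds are screened against recombinant PI4K2A using PI as substrate and ATP, the latter dispensed at 300 microM. Reactions run one hour at ambient temperature before ADP-Glo detection; full inhibition defined by wells lacking enzyme.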
# mIDH1 inhibitor: inhibitors of human mutant IDH1 R132H; O75874; IDH1-R132H enzyme, NADPH consumption, diaphorase/resazurin fluorescence; Potency, µM (doses to about 76.6 µM), for inactives: top-dose activity change, negative = inhibition, usual class: inhibitors; actives 0.093% (n = 390,000); also: potency is read from the fitted curve at half-maximal effect; % is scaled to controls: 0 for no effect and ±100 for the full control effect; nearly all actives have a fitted effect of over 65% in size
#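 IDH1-R132H (0.5 ug/mL dispensed) in pH 7.5 Tris buffer was preincubated 30 min with compound, then given a substrate mix of 0.016 mM NADPH and 2 mM alpha-KG for 80 min at room temperature; remaining NADPH was read by diaphorase/resazurin fluorescence.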
# D2 ag: activates the human D2 dopamine receptor. activation, % at 2 µM. actives 0.53% (n = 340,000). HEK293 T-REx D2 cells, calcium flux agonist mode. P14416;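 active = activation over 3 SD above normal in the single-dose calcium agonist read, cut at about 30% in these data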; also: 0% is about no effect
#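 HEK293 Trex D2 cells, tetracycline-induced, o/n 30 C 5% CO2; no-wash Ca dye, RT 30–90 min; 10-cycle baseline, 23 nl cpd added, kinetic Ca read 180 s; agonist hits = positive Ca response.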
# TrxR1 inh: rat TrxR1 inhibition; actives 1% (n = 390,000); AID 588453; O89049; recombinant rTrxR1, NADPH fluorescence consumption, selenite substrate; Potency, µM (titrated, usually from 114 µM), for inactives: at the top dose activity change, negative = inhibition, usual class: inhibitors; also: potency is read from the fitted curve at half-maximal effect; % is scaled to controls: 0 for no effect and ±100 for the full control effect; nearly all actives have a fitted effect of over 65% in size
#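 Rat TrxR1 (90 nM in the dispensed reagent) was pre-reduced with 400 uM NADPH for 5 min at room temperature, then incubated with compound for 15 min. After 400 uM selenite was added, NADPH fluorescence (Ex 340/Em 450 nm) was followed for 8 min.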
# Active calls of the source: *; ? = inconclusive; nt = no result given; [ ] = another dose, or the depositor's remark. Unless noted, calls follow the shape of the dose curve; as a rule, active = well fitted inhibition curve with a large enough effect; inconclusive = small, poorly fitted or top-dose-only effect; inactive = no such curve, though single readings can be large or run the other way. Rows were taken by chance. About 3.9% of those tested had a hit in this group.
SMILES,TrxR1 substrate,USP1-UAF1 inh,TRHR enhancer,TRHR agonist,D2 antagonist,PI4K2A block,mIDH1 inhibitor,D2 ag,TrxR1 inh
CCOC(=O)c1cc(C(=O)NC(C)c2ccccc2)c(C)[nH]c1=O (stereo unspecified),3%,-15%,-1,0.3,-6,8,14%,0.0,3%[57.1 µM]
COc1cc(-c2ccccc2)nc2ccccc12,-3%,-16%,0,-1.1,7,13,14%,0.2,3%
Cc1ccc(C)c(N2CCN(C(=O)CN3C(=O)COc4ccc(S(=O)(=O)N5CCOCC5)cc43)CC2)c1,3%,-9%,4,-0.1,nt,1,-4%,-1.0,17%
COc1cccc(-c2ccc(NC(=O)C3CCCN(Cc4cnc(C)n4C)C3)cc2)c1 (stereo unspecified),5%,-19%,-5,1.2,8,-4,5%,1.5,13%
Cc1nc(SC2CC(=O)N(c3ccccc3)C2=O)n[nH]1 (stereo unspecified),10%[57.1 µM],-1%,3,-0.2,nt,-6,15%,nt,?
Cc1ccc(Nc2ccc(N3CCN(c4ccc([N+](=O)[O-])cc4)CC3)nn2)cc1,8%,-25%,5,-0.1,-9,-1,2%,0.3,35%
CCOc1ccccc1NCc1nnc(-c2ccccc2)o1,-5%[57.1 µM],-12%,-6,-0.2,-2,-1,2%,-0.1,1%[57.1 µM]
CS(=O)(=O)N(CC(=O)NCCSCc1ccccc1Cl)c1ccc(F)cc1,-5%,-4%,0,-0.3,6,2,2%,1.2,15%
O=C(Nc1nnc(CC(c2ccccc2)c2ccccc2)s1)c1ccco1,4%,-8%,4,-0.6,-16,-3,-1%,-0.4,7%
Cc1cccc(N(C(=O)CNC(=O)c2ccco2)C(C(=O)NC2CCCC2)c2cccnc2)c1C (stereo unspecified),7%,-24%,2,0.0,-6,-10,10%,0.1,18%
N#Cc1nc(-c2ccco2)oc1NCc1ccccc1Cl,3%[57.1 µM],-7%,-1,0.0,-5,1,4%,-0.1,28%[57.1 µM]
CCCN(CCC)C(=O)C1CCC(CNS(=O)(=O)c2cccc3nsnc23)CC1 (stereo unspecified),-20%[57.1 µM],-15%,-4,-1.0,0,-4,0%,-0.3,14%[57.1 µM]
CCCCCn1c(=N)c(S(=O)(=O)c2ccccc2)cc2c(=O)n3ccccc3nc21,13%,-23%,-4,-0.7,nt,-5,20µM*,-0.2,28%
CCOC(=O)c1c(C)n(CCOc2ccccc2)c2ccc(O)cc12,7%[57.1 µM],-21%,2,1.2,-11,7,-2%,1.7,-1%[57.1 µM]
O=C1CN(C(=O)c2c(F)cccc2Cl)C(c2ccc(F)cc2)c2cc(Br)ccc2N1 (stereo unspecified),7%[2.29 µM],-5%,-5,0.1,nt,2,2%,-0.1,7%
O=C(CSc1nnc(Cn2nnc(-c3ccccc3)n2)n1-c1ccccc1)Nc1ccccc1,5%,-18%,-2,0.8,0,5,-2%,-0.4,17%
CCOc1ccc2nc(NC(=O)CSc3ccccc3)sc2c1,5%,0%,6,0.1,0,-9,0%,0.1,18%
Cc1ccc(Nc2nc(N)nc(COC(=O)C3=COCCO3)n2)cc1,-13%,5%,7,-0.2,-14,-5,0%,0.3,-15%
Cc1cccc(C)c1NC(=O)c1ccc2c(c1)nnn2C1CCCC1,5%[57.1 µM],-14%,2,-0.4,nt,4,6%,-0.5,21%[57.1 µM]
Clc1ccc2c(c1)CNc1c(ncnc1N1CCOCC1)O2,-4%,3%,0,-0.7,-7,3,-1%,-0.1,0%
CCCCNC(=O)CCn1c(=O)c2ccccc2n(Cc2ccccc2C)c1=O,0%,-12%,0,-2.7,-3,-1,-1%,-1.2,4%
CCN1C(=O)/C(=C/C=C2\N(CC)c3cc(S(=O)(=O)N(C)C)ccc3N2c2ccccc2)SC1=S,-1%,41%[activator],-1,27,-3,-3,52µM*,16,19%
Cc1ccc(Oc2nc3c(c(=O)n(Cc4ccccc4)c(=O)n3C)n2C)cc1C,6%,-19%,-2,1.2,nt,-2,-9%,-0.7,41%[activator]
Cc1sc2ncnc(OCC(=O)NC3CCS(=O)(=O)C3)c2c1C (stereo unspecified),-1%,-6%,9,0.7,13,4,12%,0.5,20%
CC1CN(c2ccc(S(=O)(=O)N3CCCC3)cn2)CC(C)O1 (stereo unspecified),3%,-13%,5,0.5,-3,2,0%,0.6,12%

# Record cards, from the list above. Screens in order: TrxR1 substrate, USP1-UAF1 inh, TRHR enhancer, TRHR agonist, D2 antagonist, PI4K2A block, mIDH1 inhibitor, D2 ag, TrxR1 inh
# Cc1cccc(C)c1NC(=O)c1ccc2c(c1)nnn2C1CCCC1 is entered as 5%[57.1 µM], -14%, 2, -0.4, nt, 4, 6%, -0.5, 21%[57.1 µM]
# CCOc1ccc2nc(NC(=O)CSc3ccccc3)sc2c1 is entered as 5%, 0%, 6, 0.1, 0, -9, 0%, 0.1, 18%

# Returning to the listing with the 3 entries that preceded the break.
SMILES,TrxR1 substrate,USP1-UAF1 inh,TRHR enhancer,TRHR agonist,D2 antagonist,PI4K2A block,mIDH1 inhibitor,D2 ag,TrxR1 inh
Cc1ccc(Oc2nc3c(c(=O)n(Cc4ccccc4)c(=O)n3C)n2C)cc1C,6%,-19%,-2,1.2,nt,-2,-9%,-0.7,41%[activator]
Cc1sc2ncnc(OCC(=O)NC3CCS(=O)(=O)C3)c2c1C (stereo unspecified),-1%,-6%,9,0.7,13,4,12%,0.5,20%
CC1CN(c2ccc(S(=O)(=O)N3CCCC3)cn2)CC(C)O1 (stereo unspecified),3%,-13%,5,0.5,-3,2,0%,0.6,12%
COc1ccccc1NS(=O)(=O)c1ccc(O)c(C(=O)OCC(=O)N2CCc3ccccc32)c1,4%,-19%,-4,-0.1,14,1,-2%,-1.4,13%
Cc1ccc(N(C(=O)c2snc(C(N)=O)c2N)C(C(=O)NC2CCCC2)c2ccncc2)cc1 (stereo unspecified),9%,-20%,14,-0.5,105*,-3,0%,0.2,4%
C/C(=N\NC(=O)c1cc(Br)ccc1O)c1cccc(NC(=O)c2ccccc2F)c1,8%,-25%,14,3.0,-1,-3,3%,2.9,4%
CCOC(=S)SCc1cn2ccc(C)cc2n1,0%,-7%,-2,-0.5,-5,0,-1%,-0.6,6%
Cc1cccc(/C(N)=N/OC(=O)N2CCOCC2)c1,10%,20%,2,0.4,3,-8,-3%,-0.5,11%
CCNC(=S)N/N=C/c1ccccc1[N+](=O)[O-],-2%[57.1 µM],-9%,-7,-0.5,7,2,2%,4.2,-1%[57.1 µM]
COc1ccc(CN2CC(=O)N(c3ccccc3C)C2=S)cc1OC,9%[57.1 µM],?,-3,-0.9,0,3,-6%,0.5,25%[57.1 µM]
O=C(CN1CCN(c2ccc(F)cc2)CC1)N(C1CCCC1)C1CCS(=O)(=O)C1 (stereo unspecified),-1%,-19%,-1,0.1,-38,-2,0%,0.2,-3%
CCCCCCNC(=O)C(C#N)c1nc2ccccc2nc1N1CCOCC1 (stereo unspecified),-3%,14%,0,2.1,4,0,1%,0.4,6%
COc1ccc(C2c3[nH]c4ccccc4c3CCN2C(=O)c2cn3ccccc3n2)c(F)c1 (stereo unspecified),-5%,-12%,3,-0.2,-24,0,2%,-1.7,14%
Cc1ccc(NCC(=O)N/N=C/c2cccn2C)cc1,-4%,2%,-1,-1.4,15,1,13%,-1.5,24%[57.1 µM]
Cc1ccc(Cn2c(C(C)Nc3nc(-c4ccc(F)cc4)cs3)nc3cc(Cl)c(Cl)cc32)cc1 (stereo unspecified),-5%[57.1 µM],-31%,nt,nt,nt,-5,5%,nt,2%[57.1 µM]
O=C(COc1ccc([N+](=O)[O-])cc1Cl)NCCN1C(=O)CSC1=O,-2%,-13%,nt,nt,nt,-5,0%,nt,19%
CN(C)C(=O)c1cc(C(=O)c2ccc(C(F)(F)F)cc2F)c[nH]1,-3%,-14%,1,-0.4,-1,0,1%,-0.9,7%[57.1 µM]
COc1ccc(-n2ncc3c2CC(C)(C)CC3NC(=O)CCCN2CCCC2=O)cc1 (stereo unspecified),1%,?,7,-0.7,1,7,-3%,-2.5,12%
CCON1C(=O)C(C)(C)N(OCC)C(=O)C1(C)C,4%,-15%,1,0.2,-11,1,9%,0.6,21%
CC(C)CCNC(=O)CN(C(=O)CCC(=O)Nc1ccccn1)c1ccc2c(c1)OCCO2,-3%[57.1 µM],-1%,2,-0.5,13,2,-3%,-0.6,8%[57.1 µM]
Cc1cc2cc3c(cc2nc1SCC(=O)O)CCC3,-5%[57.1 µM],-17%,-3,0.0,1,2,1%,-0.4,6%[57.1 µM]
COc1ccc(C2c3c(c(C)c(C)oc3=O)Oc3c(C)c(C)oc(=O)c32)cc1,4%,?,27,-0.2,8,0,9%,0.6,7%
CC1(c2ccc(Cl)cc2)CC(C)(C)N(C(=O)c2ccccc2)c2ccccc21 (stereo unspecified),9%[11.4 µM],-15%,4,0.2,nt,-1,-1%,0.1,24%
O=C1CCc2cc(S(=O)(=O)N3CCN(c4ccccc4)CC3)cc3c2N1CCC3,-4%,-13%,0,-1.2,-11,0,5%,-0.4,5%
O=C(COc1cccc(OC(F)F)c1)Nc1ccc(SC(F)F)cc1,-12%,-10%,-7,-1.2,-20,-2,5%,0.0,5%
Cc1cccc(C(=O)Nc2ccc3c(c2)C(=O)N(CC(C)C)C3=O)c1,43%[activator][57.1 µM],-15%,-4,1.2,24,-1,-3%,0.1,43%[activator]
Cc1cccc(C)c1NC(=S)NC(C)CCc1ccccc1 (stereo unspecified),7%[57.1 µM],-4%,0,-0.2,-1,6,2%,0.4,3%[57.1 µM]
O=C(CN1CCN(c2ccccn2)CC1)N(c1ccccc1)c1ccc2ccccc2c1,6%,-32%,-3,0.2,16,2,1%,-0.1,1%
CCN(c1ccccc1)S(=O)(=O)c1ccc(Cl)c(NC(=O)COC(=O)c2cccc(OC)c2O)c1,-9%,-18%,17,-0.1,-2,4,1%,-0.2,-10%
Cn1c(NC(=O)c2ccccc2)cc(=O)n(C)c1=O,-3%,-23%,0,-0.2,-9,0,-9%,-0.8,14%
